Assay outcomes as filed in PubChem.
MBNL1-CUG inh = qHTS Assay for Inhibitors of MBNL1-poly(CUG) RNA binding | actives 0.036% (n = 280,000) | Potency, µM (top dose mostly 57.5 µM), for the others: at the highest dose activity change, negative = inhibition, most hits filed as inhibitors | TR-FRET MBNL1-His/biotin-(CUG)12 binding, 665/545 ratio | AID 2675, 2010 | Muscleblind-like protein 1 (Homo sapiens), Q9NR56; active = well fitted inhibition curve with a large enough effect in the signal ratio, with a control signal flat, not every such curve was filed as active; inconclusive = small, poorly fitted or top-dose-only effect, or effect the other way, or a change in a side signal; inactive = no such curve, though single readings can be large or run the other way; the % refers to the signal ratio; note: potency is the fitted concentration of half-maximal effect; % is set by controls: 0 for no effect and ±100 for the full control effect
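Compound titration spanned 92 nM–58 uM against the MBNL1-His/biotin-(CUG)12 complex. After 60 min at room temperature with 5 nM streptavidin-XL665 and 0.055 ng/ul terbium anti-His, ratiometric 665/545 nm emission (Ex 340 nm) normalized to controls.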
FLuc counter = qHTS profiling assay for firefly luciferase inhibitor/activator using purifed enzyme and Km concentrations of substrates (counterscreen for miR-21 project); Potency, µM (doses to about 57.5 µM), for inactives: at the highest dose activity change, negative = inhibition, hits mostly inhibitors; purified FLuc, Km substrates, luminescence inhibition; AID 588342, 2011; actives 6.9% (n = 360,000);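 note: potency is the fitted concentration of half-maximal effect; plate controls were vehicle for no effect and reference inhibitor for full effect; nearly all actives have a fitted effect of over 55% in size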
Target sequence (P08659 whole entry, looked up): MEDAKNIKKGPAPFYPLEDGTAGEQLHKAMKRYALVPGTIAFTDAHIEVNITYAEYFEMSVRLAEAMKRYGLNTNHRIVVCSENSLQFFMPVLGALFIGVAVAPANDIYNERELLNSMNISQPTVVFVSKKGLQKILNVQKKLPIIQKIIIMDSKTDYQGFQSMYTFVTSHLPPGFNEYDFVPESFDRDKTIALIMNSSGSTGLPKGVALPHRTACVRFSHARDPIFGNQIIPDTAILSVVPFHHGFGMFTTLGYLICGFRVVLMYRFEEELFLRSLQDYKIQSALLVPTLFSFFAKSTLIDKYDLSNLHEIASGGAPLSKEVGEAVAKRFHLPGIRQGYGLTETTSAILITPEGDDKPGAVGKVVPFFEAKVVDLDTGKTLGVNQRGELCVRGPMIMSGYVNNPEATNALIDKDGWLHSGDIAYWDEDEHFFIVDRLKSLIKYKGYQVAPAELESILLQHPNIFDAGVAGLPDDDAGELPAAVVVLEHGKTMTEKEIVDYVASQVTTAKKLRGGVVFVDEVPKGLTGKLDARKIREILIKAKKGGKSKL
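Biochemical qHTS of compounds, final roughly 60 µM downward over six points, against 10 nM purified firefly luciferase using Km concentrations of substrates (10 uM D-luciferin, 10 uM ATP) in Tris acetate pH 7.5 buffer; luminescence output.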
PKM2 act = qHTS Assay for Activators of Human Muscle isoform 2 Pyruvate Kinase; Potency, µM (doses to about 57.5 µM), inactives show at the top dose activation, most hits filed as activators; purified PKM2, Kinase-Glo ATP luminescence, activation; response scale: 0% is enzyme alone, no compound; actives 0.34% (n = 260,000); AID 1631, 2009; Pyruvate kinase PKM (Homo sapiens), P14618; note: potency is the fitted concentration of half-maximal effect; % is set by controls: 0 for no effect and ±100 for the full control effect; nearly all actives have a fitted effect of over 55% in size
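Purified hPK-M2 (>95% pure) converted ADP (0.1 mM final) to ATP with 0.5 mM PEP in 50 mM imidazole pH7.2, KCl, MgCl2, Tween 20, BSA; 1 h at room temperature. ATP detected by Kinase-Glo luminescence.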
NPC1 promoter act = qHTS Assay for NPC1 Promoter Activators. AID 485313, 2010. Huh7 NPC1 promoter luciferase reporter, 24 h. Potency, µM (titrated, usually from 9.22 µM), for the others: at the top dose activation, hits mostly activators. actives 2.4% (n = 320,000);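 note: potency is the fitted concentration of half-maximal effect; % of control where 0% means no effect; nearly all actives have a fitted effect of over 60% in size; reporter is driven by a mutant NPC1 promoter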
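Stable NPC1-promoter luciferase Huh7 line; cpd (DMSO) 24 h, 37 °C, 5% CO2; Amplite luciferase reagent 10 min RT; luminescence readout. qHTS format.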
RORg inh = qHTS for inhibitors of ROR gamma transcriptional activity. actives 5.4% (n = 310,000). Potency, µM (titrated, usually from 53.6 µM), without a hit: at the highest dose activity change, negative = inhibition, usual class: inhibitors. Drosophila S2 Gal4-RORgamma UAS-luciferase reporter, 20 h. Nuclear receptor ROR-gamma (Mus musculus), P51450; note: potency is the fitted concentration of half-maximal effect; % is set by controls: 0 for no effect and ±100 for the full control effect; nearly all actives have a fitted effect of over 60% in size
Target sequence (P51450 whole entry, looked up, the tested form may be a part): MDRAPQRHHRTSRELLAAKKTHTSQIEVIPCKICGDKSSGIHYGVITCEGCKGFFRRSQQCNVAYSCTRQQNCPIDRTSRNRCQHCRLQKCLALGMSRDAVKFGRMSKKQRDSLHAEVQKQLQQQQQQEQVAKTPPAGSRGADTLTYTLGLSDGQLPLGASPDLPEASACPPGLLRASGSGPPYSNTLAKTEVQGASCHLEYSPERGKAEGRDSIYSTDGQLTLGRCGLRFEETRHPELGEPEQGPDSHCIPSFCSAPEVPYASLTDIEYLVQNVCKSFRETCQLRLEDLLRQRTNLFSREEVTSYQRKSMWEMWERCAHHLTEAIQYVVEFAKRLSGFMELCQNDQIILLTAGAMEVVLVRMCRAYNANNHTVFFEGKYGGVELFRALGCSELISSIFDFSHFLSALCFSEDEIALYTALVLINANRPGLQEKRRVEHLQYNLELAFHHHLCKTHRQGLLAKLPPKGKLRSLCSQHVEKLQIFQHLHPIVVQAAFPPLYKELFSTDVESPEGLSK
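A Gal4/UAS one-hybrid system in insect cells: metallothionein-promoter Gal4–ROR gamma fusion plus Photinus luciferase reporter. Copper sulfate 700 uM final, 20 hr ambient incubation, luminescent detection after 10 min with reagent.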
Mito fusion yeast = qHTS Assay for Small Molecule Inhibitors of Mitochondrial Division or Activators of Mitochondrial Fusion | S. cerevisiae fusion-defective mutant growth rescue, CellTiterGlo 48 h | Potency, µM (top dose mostly 46.1 µM), for the others: at the highest dose growth rescue (activation), usual class: activators | actives 0.23% (n = 320,000) | AID 485298, 2010;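 note: potency is the fitted concentration of half-maximal effect; % of control where 0% means no effect; nearly all actives have a fitted effect of over 45% in size; temperature-sensitive fusion mutants such as fzo1-1 at 37 °C on non-fermentable ethanol glycerol medium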
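Luminescent cell viability in 1536-well qHTS format served as the measure of rescued growth in ts fusion-mutant S. cerevisiae cultured on non-fermentable YPEG for 48 hours at 37C.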
ELG1 repair inh = qHTS screen for small molecules that inhibit ELG1-dependent DNA repair in human embryonic kidney (HEK293T) cells expressing luciferase-tagged ELG1; HEK293T ELG1-luciferase reporter, luminescence, 16 h; DNA damage induced by 5-fluorouridine; Potency, µM (series often up to 46.1 µM), inactives show top-dose activity change, negative = inhibition, actives largely listed as inhibitors; actives 2.3% (n = 330,000); note: potency is the fitted concentration of half-maximal effect; % is set by controls: 0 for no effect and ±100 for the full control effect; nearly all actives have a fitted effect of over 55% in size
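HEK293T cells expressing luciferase-tagged ELG1 (2,000/well) received 5-Fluorouridine plus compound or DMSO for 16 hr at 37 °C. Luciferase was read by ONE-Glo luminescence after 30 min at room temperature.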
Menin MLL FP TR = qHTS Assay for Inhibitors Targeting the Menin-MLL Interaction in MLL Related Leukemias: Competition With Texas Red Labeled MLL-derived Mutant Peptide; AID 1768, 2009; Menin + Texas Red MLL mutant peptide, fluorescence polarization; O00255; actives 0.23% (n = 270,000); Potency, µM (doses to about 61.6 µM), for inactives: at the top dose FP activity change, negative = inhibition, actives largely listed as inhibitors; active = well fitted inhibition curve with a large enough effect in the polarisation, with a control signal flat, not every such curve was filed as active; inconclusive = small, poorly fitted or top-dose-only effect, or effect the other way, or a change in a side signal; inactive = no such curve, though single readings can be large or run the other way; the % refers to the polarisation; note: potency is the fitted concentration of half-maximal effect; % of control where 0% means no effect; many of its hits are not listed in these tables
VP16 counter = VP16 counterscreen qHTS for inhibitors of ROR gamma transcriptional activity | Drosophila S2 Gal4-VP16 UAS-luciferase, luminescence, 20 h | Potency, µM (doses to about 53.6 µM), without a hit: top-dose activity, negative = inhibition, hits mostly inhibitors | actives 3.5% (n = 310,000) | AID 2546, 2010;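 note: Gal4-VP16 expression switched on by copper sulfate through the metallothionein promoter; potency is the fitted concentration of half-maximal effect; % is set by controls: 0 for no effect and ±100 for the full control effect; nearly all actives have a fitted effect of over 50% in size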
KCNH2 3.1 block = qHTS for Inhibitors of KCHN2 3.1: Mutant qHTS | U2OS KCNH2 3.1, thallium flux FluxOr; active compounds read low | Potassium voltage-gated channel subfamily H member 2, brain isoform KCNH2 3.1 (human) | AID 720553, 2013 | actives 0.95% (n = 340,000) | activity change, % (tested at about 1.8 µM);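 active = maximum activity change below -70%; inconclusive = maximum activity change from -70% to -50%; inactive = maximum activity change above -50%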;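 note: thallium influx rate constant from kinetic fluorescence after stimulation buffer; % is set by controls: 0 for no effect and ±100 for the full control effect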
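FluxOr-based Tl+ influx in U2OS cells transduced with KCNH2 3.1 virus; rate constants normalized to DMSO controls.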
Rab9 promoter act = qHTS Assay for Rab9 Promoter Activators | actives 2.8% (n = 320,000) | Potency, µM (top dose mostly 9.22 µM), for the others: at the top dose activation, negative = inhibition, hits mostly activators | Huh7 Rab9 promoter-luciferase reporter, luminescence, 24 h; note: potency is the fitted concentration of half-maximal effect; % of control where 0% means no effect; nearly all actives have a fitted effect of over 60% in size
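Stable Rab9-luc Huh7, 1500 cells/well, 2 h settle; cmpd in DMSO, 24 h, 37 °C/5% CO2; luciferase reagent 10 min RT; luminescence.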
An asterisk follows results filed as active; ? = inconclusive; . = no result given; & = joins results of further samples; ! = repeats disagree; [ ] = remark or other dose. Unless noted, calls come from the whole dose curve; as a rule, active = well fitted curve in the direction sought with a large enough effect; inconclusive = small, poorly fitted or top-dose-only effect, or another doubt; inactive = no such curve, though single readings can be large; an effect the other way counts as inactive or inconclusive. The list is partial (hit frequency here may not be typical).

structure,MBNL1-CUG inh,FLuc counter,PKM2 act,NPC1 promoter act,RORg inh,Mito fusion yeast,ELG1 repair inh,Menin MLL FP TR,VP16 counter,KCNH2 3.1 block,Rab9 promoter act
CC(C)CC(NC(=O)C1CCC(C)CC1)C(=O)N1CCN(c2ccccn2)CC1 (stereo unspecified),-9%,10%,0%,0%,17%,-1%,-17%,-3%[11.7 µM],-4%,-13,-1%
CCC(=O)N1CCCc2cc(S(=O)(=O)N3CCN(c4ccccc4F)CC3)ccc21,-2%,0%,12%,-10%,1%,-5%,?,-3%,?,6,-13%
N/C(Cn1cncn1)=N\NC(=O)c1ccc(Cl)cc1Cl,-2%,-1%,1%,-4%,?,-6%,-5%,-5%,?,5,-6%
CCCn1c(=O)c(C(=O)NCCCc2ccccc2)c(O)c2ccccc21,-9%,0%,-7%,-4%,?,6%,-12%,21%,?,-7,3%
CC1CCCC(C)N1C(=O)CNCc1ccc2c(c1)OCO2 (stereo unspecified),3%,-1%,0%,-2%,-14%,0%,-4%,7%,4%,6,-1%
COc1cc2c(cc1OC)C(c1ccc(Br)cc1)NC(=O)C2 (stereo unspecified),7%,5%,3%,-6%,31%,-1%,5%,15%,25%,-5,-3%
CCC(C(=O)NCc1ccco1)N(C(=O)CNS(=O)(=O)c1ccccc1)c1ccccc1C (stereo unspecified),0%,4%,5%,-5%,0%,2%,-2%,-17%,6%,0,-5%
COc1cccc(CNS(=O)(=O)c2cc3c4c(c2)CCN4C(=O)CC3)c1,.,8%,.,3%,.,-2%,13%,.,.,14,0%
CC(C)CN1C(=O)NC(NC(=O)c2ccco2)(C(F)(F)F)C1=O (stereo unspecified),-23%,1%,-12%,7%,1%[10 µM],0%,1%,2%,-2%,-3,-3%
C=CCN1C(=O)C(O)(CC(=O)c2c(C)n[nH]c2C)c2cc(Br)ccc21 (stereo unspecified),-7%,2%,-5%,-4%,-20%,-1%,-1%,24%,1%,-2,1%
FC(F)(Cl)c1nnc2ccc(Cl)nn12,3%,-2%,-8%,-3%,-28%,-8%,10%,1%,-13%,23,-3%
COc1cnc(-c2ccccn2)nc1Sc1ccccc1,.,?,0%,-12%,2.5µM*,-2%,?,?,11µM*,-1,3%
S=c1[nH]nc(COc2ccccc2)n1/N=C/c1ccc(Br)cc1,8%,3%,.,1%,?,-13%,-1%,35%[activator],-30%,-4,6%
CN(C)C(CNC(=O)c1cccc(S(=O)(=O)NCc2ccccc2)c1)c1ccccc1 (stereo unspecified),.,2%,.,0%,.,2%,0%,.,.,3,-7%
NNC(=O)c1cnn(-c2ccccc2)c1C(F)(F)F,5%,4%,-1%,-3%,?,0%,-4%,11%,24%,4,-5%
COc1ccc(S(=O)(=O)N2CCC(C(=O)Oc3ccc(C)cc3)CC2)cc1OC,.,0%,.,-1%,.,-10%,8%,.,.,4,-6%
CC(=O)Nc1cccc2c1C(=O)N(c1cccc(C)c1)C2=O,?,2%,2%,-3%,32%,0%,11%,-5%,2%,-7,2%
O=C(c1cc(-c2ccc(Cl)cc2)on1)N1CCCC1,-1%,2.1µM*,2%,0.56µM*,?,7%,?,8%,-30%,-31,0.45µM*
CC(=O)c1cccc(CN2CCCC(CCC(=O)NCc3ccc(C)o3)C2)c1 (stereo unspecified),2%,-1%,-2%,3%,-3%,12%,4%,-14%,-2%,-2,-7%
COc1ccc([C@H]2CC(=O)C=C(c3ccc(C(=O)O)cc3)C2)cc1OC,.,1%,.,-7%,.,-12%,16%,.,.,-21,-12%
O=C(COc1ccccc1)Nc1ccccc1N1CCN(c2ccccc2)CC1,-10%,8%,-4%,-1%,?,-4%,?,-19%,7%,-41,-1%
Cc1ccc(Cl)cc1NC(=O)C(NS(=O)(=O)c1cccs1)c1ccccc1 (stereo unspecified),5%,-1%,-4%,3%,22%,3%,2%,13%,-13%,-14,-6%
CCOc1ccc(S(=O)(=O)Nc2ccc(S(=O)(=O)N3CCOCC3)cc2)cc1,-1%,2%,4%,.,34%,-2%,.,-18%,6%,0,.
COc1ccccc1/C=C/C=N/n1c(-c2ccc(Cl)cc2)n[nH]c1=S,.,?,-12%,6%,-28%,-2%,?,.,-10%,16,0%
O=C(NNC1CC(=O)N(c2ccc(Br)cc2)C1=O)c1cccnc1 (stereo unspecified),9%,-3%,1%,-1%,1%,-2%,23%,8%,0%,-12,-13%
O=C(Nc1cc(F)cc(F)c1)c1ccc(NCCCN2CCCCCC2)c([N+](=O)[O-])c1,?,3%,2%,-4%,-2%,1%,2%,10%,-6%,-49,3%
CCC(C(=O)Nc1ccc(S(=O)(=O)N(C)C2CCN(C)CC2)cc1)c1ccccc1 (stereo unspecified),.,1%,.,-2%,.,-7%,-23%,.,.,-1,-2%
COc1ccc(-c2ccc(SCC(=O)N3CC(=O)Nc4ccccc43)nn2)cc1,-4%,3µM*,-13%,25%,36%,0%,27%,-6%,-2%,-2,28%
CN(CC(=O)NCc1ccco1)C(=O)C1CC(=O)N(c2ccc3c(c2)OCCO3)C1 (stereo unspecified),.,2%,.,0%,.,-2%,12%,.,.,-2,-11%
Cc1cc(Cl)c(S(=O)(=O)Nc2ccc3c(c2)OCCO3)cc1OCC(N)=O,-3%,?,-1%,0%,11%,-3%,?,9%,2%,9,0%
COc1ccc(CNC(=O)C(CCSC)NS(=O)(=O)c2ccccc2F)cc1 (stereo unspecified),-5%,-2%,-1%,-3%,23%,-2%,-4%,8%,20%,7,2%
COc1ccc(-c2cc(N)n(S(=O)(=O)c3c(F)c(F)c(F)c(F)c3F)n2)cc1OC,0%,?,9%,-23%,?,-24%,23µM*,?,7.1µM*,-3,-35%[inhibitor]
Cc1nn(C)c(C)c1CN(C)C(=O)c1cc2nc(-c3ccco3)cc(C(F)(F)F)n2n1,?,-9%,13%,-1%,-12%,-2%,?,-16%,13%,23,-5%
O=C(Nc1ccon1)c1cccc(C(F)(F)F)c1,2%,7%[2.3 µM],-7%,-4%,5%,-2%,-1%,3%,-2%,1,4%
CN(C)CCNC(=O)CCn1nc(-c2ccc(Cl)cc2)ccc1=O,19%,5%,.,-1%,-17%,8%,2%,7%,-19%,-13,-1%
O=C(CN1C2CCCC1CC(NC(=O)c1ccco1)C2)Nc1ccccc1C(F)(F)F (stereo unspecified),-6%,4%,8%,2%,?,6%,?,-18%,-9%,-10,3%
COc1ccccc1CNC(=O)/C=C/c1ccc(Br)o1,2%,-11%,27%,0%,-1%,23%,13%,?,17%,0,-1%
CCOC(=O)N=Nc1c(O)n(Cc2ccccc2)c2ccccc12,4%,?,-1%,-2%,?,?,-2%,-27%,-1%,-13,-1%
Cc1ccc(NS(=O)(=O)c2ccc(CCC(=O)N3CCCC3)cc2)cc1,-8%,0%,8%,0%,19%,3%,?,?,1%,1,2%
COc1ccc2c(c1)C(=O)[C@H](O)[C@@H](c1ccc(OC)c(Br)c1)O2,-5%,3%,0%,15%,7.1µM*,2%,-20%,2%&10%,13µM*!,-16,19%
NNC(=O)CC12CC3CC(C1)CC(n1ncnn1)(C3)C2,-14%,-4%,-1%,-2%,-21%,-1%,-4%,-12%,-7%,3,-1%
CN(C(=O)c1sc2nc(N3CCOCC3)c3c(c2c1N)CCCC3)c1ccccc1,.,-7%,-3%,-5%,1%,0%,13µM*,-24%,-10%,-5,-2%
